# Bioassay records: PubChem, The Scripps Research Institute Molecular Screening Center
# SRC1 TRFRET art – TR-FRET detection interference compounds, primary screen, artefact control for PPARgamma SRC-1 recruitment agonists, biochemical, TR-FRET emission ratio; TR-FRET detection artefact counter-screen; active compounds read high; TR-FRET ratio at 8 µM; 0.34% of 99,000 active; in the data active = TR-FRET ratio above about 2300; note: inactives centre near 1800
# SRC3 TRFRET art – TR-FRET detection interference compounds, artefact control for PPARgamma SRC-3 recruitment agonists, biochemical, TR-FRET ratio; TR-FRET ratio at 8 µM; AID 1048, 2008; 0.39% of 99,000 active; TR-FRET artefact counter-screen, PPARgamma/SRC-3 format; active compounds read high; in the data active = TR-FRET ratio above about 2000; note: inactives centre near 1600
# * hit, by the source's call.
Structure | SRC1 TRFRET art | SRC3 TRFRET art
Nc1c(C(=O)N2CCOCC2)sc2nc3c(cc12)CCC3 | 1924 | 1796
Cc1ccc([N+](=O)[O-])cc1NC(=O)C(C)NS(=O)(=O)c1ccc(F)cc1 (stereo not drawn) | 1827 | 1533
Cc1n[nH]c(C)c1CCC(=O)N/N=C/C=C/c1ccccc1 | 1590 | 1810
C/C(=N\Nc1ccc(C(F)(F)F)cn1)c1ccncc1 | 1617 | 1570
CN1CCN(C(=O)c2cc(COc3c(F)cccc3F)on2)CC1c1ccccc1 (stereo not drawn) | 1863 | 1373
Cc1c(NC(=S)NCc2ccc(F)cc2)cccc1[N+](=O)[O-] | 1711 | 1796
Cc1ccc2sc(C)[n+](CCCS(=O)(=O)[O-])c2c1 | 1388 | 1637
C=CCn1c(SCCC#N)nnc1-c1ccncc1 | 2085 | 1425
Cc1ccc(S(=O)(=O)NCCC(=O)Nc2ccc(C)c(Cl)c2)cc1C | 1866 | 1635
CCCN1C(=O)COc2ccc(-c3n[nH]c(=O)c4ccccc34)cc21 | 1937 | 1715
COc1ccc(CN(C)Cc2nc(Cc3ccccc3Cl)no2)cc1OC | 1651 | 1680
C1=CC2CCC1ON2c1ccccc1 (stereo not drawn) | 1911 | 1779
COc1cc(NC(=O)Cc2ccccc2)c(C(=O)O)cc1OC | 1805 | 1664
O=c1ccc2ccc(Oc3ccc(Cl)cc3[N+](=O)[O-])cc2o1 | 2026 | 1926
Cc1ccc(S(=O)(=O)Nc2ccccc2C(=O)Nc2nc(-c3ccc(F)cc3)cs2)cc1 | 1965 | 1671
Cc1ccc(C(O)(COC(=O)C(C)C)COC(=O)C(C)C)c(O)c1 | 1915 | 1731
COc1cc(NC(=S)Nc2ccc(Br)cc2Cl)c(OC)cc1Cl | 1805 | 1538
Fc1cc(F)c2nc(Nc3nc4c(F)cccc4s3)sc2c1 | 2085 | 1542
CCOc1ccc(NS(=O)(=O)c2ccc(NC(=O)[C@@H]3CCCC[C@@H]3C(=O)O)cc2)cc1 | 1866 | 1674
CC(C)(C)NC[C@H](O)COc1nsnc1N1CCOCC1 | 1650 | 1727
CC(C)C[C@H](NC(=O)Nc1ccc(Oc2ccccc2)cc1)C(=O)O | 2089 | 1621
CCCCNC(=O)c1ccc(N2CCC3(CC2)OCCO3)c([N+](=O)[O-])c1 | 1825 | 1623
CC1Cc2ccccc2N1C(=O)CCS(=O)(=O)c1cccs1 (stereo not drawn) | 1862 | 1562
O=C(CSc1nc2ccccc2o1)Nc1nccs1 | 1878 | 1557
COc1ccc(/C(C)=N/OC/C(O)=C(\C#N)c2nc3ccccc3[nH]2)cc1OC | 1778 | 1625
Cc1ccc2c(CSc3nnnn3C)cc(=O)oc2c1 | 1989 | 1505
O=C1c2cccnc2C(Nc2ccccc2Br)N1Cc1ccco1 (stereo not drawn) | 1811 | 1502
O=c1c2c(-c3ccccc3)csc2nc2c3ccccc3c(NCCN3CCOCC3)nn12 | 1557 | 1448
Cc1ccccc1CSCC(=O)NC(=O)NC(C)(C)C | 1951 | 1524
S=C(NCCCn1ccnc1)NC1CCCCC1 | 1561 | 1524
CC(=O)c1ccccc1OCCOc1ncnc2sccc12 | 1494 | 1333
Cc1ccc(NC(=O)Nc2nnc(-c3ccccc3)o2)cc1 | 1525 | 1721
O=C(OC(C(=O)Nc1ccc(Cl)cc1C(F)(F)F)c1ccccc1)C1=COCCO1 (stereo not drawn) | 1698 | 1598
O=C1C2C3CCC(C3)C2C(=O)N1Cc1ccccc1 (stereo not drawn) | 1662 | 1499
COc1ccccc1C(=O)O/N=C(\N)c1ccccc1Cl | 1672 | 1531
COc1ccccc1Nc1nc(N)nc(CSC(=S)N2CC(C)CC(C)C2)n1 (stereo not drawn) | 1801 | 1571
O=C(CSc1nc2c(c(=O)n1-c1ccc(Cl)cc1)SCC2)Nc1ccc2c(c1)OCCO2 | 1813 | 1574
CCOC(=O)C1C(=O)NCC2CCCC21 (stereo not drawn) | 1583 | 1390
CC(=O)Nc1nc2c(s1)C(=O)NCCC2 | 1670 | 1624
O=C(NCC1COc2ccccc2O1)C1CCCN(S(=O)(=O)c2cnc[nH]2)C1 (stereo not drawn) | 1913 | 1497
CCn1c(SCc2cc(=O)[nH]c3ccccc23)nnc1C1CC1 | 1943 | 1650
COC(=O)Nc1nn(-c2ccc(C)cc2)c(=O)c(C#N)c1C | 1821 | 1438
Nn1c(SCC(=O)Nc2cc(S(=O)(=O)N3CCOCC3)ccc2Cl)nnc1-c1cccnc1 | 1769 | 1618
NC(=S)c1cc2cc(Br)ccc2oc1=O | 1955 | 1841
CC(C)OCCCNC(=O)C1CCC(CNS(=O)(=O)c2ccccc2)CC1 (stereo not drawn) | 1725 | 1406
CCS(=O)(=O)c1nc(S(=O)(=O)c2ccc(Cl)cc2)c(NCc2ccco2)s1 | 1719 | 1662
COc1ccc(CNC(=O)C(c2ccco2)N(C(=O)Cc2cccs2)c2cccnc2)cc1 (stereo not drawn) | 1754 | 1717
Cc1ccc(N=Nc2c(N)nn3c(C)cc(C)nc23)cc1 | 1824 | 1578
CCOc1ccccc1N(C)C(=O)c1nn(-c2ccc(OC)cc2OC)c(=O)c2ccccc12 | 1906 | 1479
Cc1nnc(SC(C)C(=O)NC2CCCc3ccccc32)n1-c1ccccc1 (stereo not drawn) | 1652 | 1665
CC(C)c1nc(C#N)c(N2CCOCC2)o1 | 1528 | 1324
O=C(Cn1ccc([N+](=O)[O-])n1)N1CCc2ccccc21 | 1592 | 1581
O=C(N/C(=C\c1cccc([N+](=O)[O-])c1)C(=O)N1CCOCC1)c1ccc([N+](=O)[O-])cc1 | 1629 | 1684
CCNc1ccc(C(=O)OCC(=O)NCCN2C(=O)CSC2=O)cc1[N+](=O)[O-] | 1782 | 1355
COCCN(C(=O)Nc1ccc(OC)cc1OC)C1CCN(C(C)C)CC1 | 1636 | 1413
CC(C)C(=O)NC(c1cccc([N+](=O)[O-])c1)c1c(O)ccc2ccccc12 (stereo not drawn) | 1584 | 1482
COC(=O)[C@@H]1C[C@]2(OC(=O)c3ccccc3)C=CC(=O)C[C@@H]2N1C(=O)OCc1ccccc1 | 1822 | 1667
CCCCn1c(N)c(-c2nc3ccccc3o2)c2c([N+](=O)[O-])nn(C)c(=O)c21 | 1751 | 1609
COCCNc1c2c(c(C#N)c3nc4ccccc4n13)CCCC2 | 1764 | 1571
Cc1ccc(C(C(=O)NCc2ccco2)N(CCc2ccccc2)C(=O)Cn2nnc3ccccc32)o1 (stereo not drawn) | 1885 | 1671

# (more compounds)
Structure | SRC1 TRFRET art | SRC3 TRFRET art
Cc1cc(C)c(OCC(=O)NCC2CCCO2)c(C)c1 (stereo not drawn) | 1927 | 1601
Cc1nn(-c2ccccc2)c(C)c1/C=N/NC(=O)CSc1nnc(-c2ccccc2)n1-c1ccc(Cl)cc1 | 1562 | 1567
COc1ccc(C2C(C(=O)N3CCN(c4ccccn4)CC3)CCC(=O)N2c2ccc(OC)cc2)cc1 (stereo not drawn) | 1687 | 1427
O=C1CCN(c2ccc([N+](=O)[O-])cc2F)CC1 | 2134 | 1618
O=C(/C=C/c1ccccc1)N/C(=C/c1ccccc1)C(=O)Nc1cccc(C(=O)O)c1 | 1605 | 1454
CC(C)C(=O)Nc1ccc([N+](=O)[O-])c(C(F)(F)F)c1 | 1658 | 1382
CC(=O)C1=C(c2ccccc2)OC(N)=C(C#N)C1c1ccc(O)cc1 (stereo not drawn) | 1460 | 1333
CCC1CCC(C(=O)NC(C(=O)NCCCN2CCCCC2C)C(C)C)CC1 (stereo not drawn) | 1965 | 1563
NS(=O)(=O)c1ccc(NC(=O)CN2CCCC2)cc1 | 1620 | 1333
Cc1ccc2cc(C=O)c(N(C)C)nc2c1 | 1655 | 1701
CC(C)C(=O)OCc1cn(-c2ccc(Cl)c(Cl)c2)nn1 | 1724 | 1525
CCOc1ccc2cc(C3CC(c4ccco4)=NN3S(=O)(=O)c3ccccc3)c(Cl)nc2c1 (stereo not drawn) | 1707 | 1479
CN(C)C(=O)c1cc(C(=O)c2ccccc2C(F)(F)F)c[nH]1 | 2020 | 1968
Cc1nc2ccc(NC(=O)c3ccc(Cl)c([N+](=O)[O-])c3)cc2s1 | 1853 | 1539
CCCC(=O)C1=C(O)C(C(=O)OC)C(C)(C)CC1=Nc1ccncc1 (stereo not drawn) | 1987 | 1575
Cc1cccc(N2CCN(C(=O)N3CCOCC3)CC2)c1C | 1979 | 1628
CSc1nc2sc3c(c2c(=O)[nH]1)CCc1ccccc1-3 | 1838 | 1618
COc1ccccc1C(=O)NNC(=O)c1cccc(Cl)c1 | 1617 | 1632
O=C(CN1CCNC(=O)C1)NCCc1ccc(Cl)cc1Cl | 1902 | 1510
COCCn1c(=NC(=O)CSCC(=O)Nc2cc(C)on2)sc2cc(C(=O)OC)ccc21 | 1743 | 1662
CC(=O)Nc1ccc2c(CSc3nnc(-c4cccnc4)n3-c3ccc(C)cc3C)cc(=O)oc2c1 | 1845 | 1670
COc1ccc2cc(CCC(C)=O)ccc2c1 | 1692 | 1461
CC(=O)Nc1ccc(Nc2ccc3nonc3c2[N+](=O)[O-])cc1 | 1751 | 1526
COc1ccc(N2CCN(C(=O)Cn3c(=O)[nH]c4ccccc4c3=O)CC2)cc1 | 1739 | 1646
O=C(CSc1ncccn1)N1CCC(Cc2ccccc2)CC1 | 2008 | 1619
C=CCNC(=S)NCC1COc2ccccc2O1 (stereo not drawn) | 1771 | 1609
CCCOc1ccc(C(=O)NCC(C)(C)N2CCOCC2)cc1 | 1668 | 1698
Cc1cc(C)nc(SCCC(=O)Nc2ccc(F)cc2)n1 | 1746 | 1469
CC(=O)NN1C(=O)/C(=C\c2ccc(Br)o2)SC1=S | 1736 | 1457
CSc1ccc(/C=N/NC(=O)c2ccccc2Cl)cc1 | 1759 | 1504

# Complete entries as entered above. Order of values: SRC1 TRFRET art	SRC3 TRFRET art
# Shown for CCOc1ccc2cc(C3CC(c4ccco4)=NN3S(=O)(=O)c3ccccc3)c(Cl)nc2c1 (stereo not drawn) → 1707	1479
# Shown for C=CCNC(=S)NCC1COc2ccccc2O1 (stereo not drawn) → 1771	1609
# Shown for CSc1nc2sc3c(c2c(=O)[nH]1)CCc1ccccc1-3 → 1838	1618
# Shown for Cc1ccc2cc(C=O)c(N(C)C)nc2c1 → 1655	1701

# The listing continues:
Structure | SRC1 TRFRET art | SRC3 TRFRET art
O=C(Nc1c(C(=O)N2CCOCC2)cnn1-c1ccccc1)c1ccccc1 | 1728 | 1519
COc1ccccc1N1C(=O)C2CC=CC(C)C2C1=O (stereo not drawn) | 1776 | 1291
CCOc1cc(N2CCOCC2)c(OCC)cc1NC(=O)C1=NN(c2cccc(C)c2)C(=O)CC1 | 1865 | 1527
O=C(CNC(=O)c1cccc(OC(F)F)c1)OCc1cc(=O)n2cc(Br)ccc2n1 | 1909 | 1786
O=c1[nH]cc(S(=O)(=O)c2ccccc2)[nH]1 | 1890 | 1406
CCCC(=O)C1=C(N2CCCCC2)CC(C)(C)C(C(=O)OC)C1=O (stereo not drawn) | 1669 | 1591
Cc1ccc(CN2CCN(CC(=O)N=Nc3c(O)[nH]c4ccccc34)CC2)cc1 | 1483 | 1454
CCOc1ccc(/C=N/NC(=O)c2ccccc2NC(=O)c2ccc(OC)cc2)cc1 | 1768 | 1486
Cc1cc(O)c(/C=N/c2ccccn2)c(=O)o1 | 1727 | 1492
O=C(CSc1c2c(nc3cc(Cl)ccc13)CCCC2)NCCN1CCOCC1 | 2381* | 2338*
CS(=O)(=O)N(CC(=O)NCCSCc1ccco1)c1ccc(Cl)cc1 | 1948 | 1506
CCOc1ccc2nc(Cl)c(C3CC(c4ccccc4)=NN3C(=O)c3ccco3)cc2c1 (stereo not drawn) | 2008 | 1648
COc1ccc(N2CC(C(=O)Nc3ccc(S(=O)(=O)Nc4nccs4)cc3)CC2=O)cc1 (stereo not drawn) | 2066 | 1555
Fc1ccc2nc(Nc3nc4c(F)cc(F)cc4s3)sc2c1 | 1822 | 1757
CCC(=O)NC(NC(=S)Nc1c(C)n(C)n(-c2ccccc2)c1=O)C(Cl)(Cl)Cl (stereo not drawn) | 1636 | 1613
Nc1nc(-c2ccco2)nn1C(=O)c1ccc([N+](=O)[O-])cc1 | 1670 | 1454
c1ccc2c(Nc3ccc4c(c3)OCCO4)c3c(nc2c1)CCCC3 | 1649 | 1566
O=C(CN1C(=O)CCC1=O)Nc1ccc(Br)cc1 | 1749 | 1660
COCCOc1ccc(C(F)(F)F)cc1NC(=O)c1ccc(F)cc1 | 1329 | 1528
CCN(c1ccccc1)S(=O)(=O)c1ccc(OC)c(NC(=O)c2cccs2)c1 | 1643 | 1351
N#Cc1ccccc1NC(=O)COC(=O)COc1ccccc1[N+](=O)[O-] | 1439 | 1558
CCn1cc(C2=NOC(C(=O)O)C2)c(C)n1 (stereo not drawn) | 1932 | 1419
CCCCN(CCCC)CCCNC(=O)c1ccc2nc(-c3ccccc3NC(C)=O)c(=O)[nH]c2c1 | 1858 | 1776
COc1ccc(C(=O)NCCN2CCOCC2)c(OC)c1OC | 1783 | 1696
CC(=O)Oc1ccc(N2C(=O)C3C4C=CC(O4)C3C2=O)cc1 (stereo not drawn) | 1949 | 1590
CN(C)CCCCOc1cccc(Br)c1 | 1880 | 1826
Cc1cccc(N(CC(=O)NCCSCc2ccccc2)S(C)(=O)=O)c1C | 1831 | 1611
c1ccc2c(c1)CCCC2NC1=NCCC1 (stereo not drawn) | 2046 | 1547
O=C(O)Cc1sc(Nc2ccccc2)nc1-c1ccc(Cl)cc1 | 2063 | 1792
CC1CCCN(c2ccc(C(=O)Nc3nnc(C4CC4)s3)cc2[N+](=O)[O-])C1 (stereo not drawn) | 2076 | 1705
O=C(Nc1cnccn1)Nc1ccccc1Cl | 1722 | 1436

# Three neighbouring compounds from above, for reference:
Structure | SRC1 TRFRET art | SRC3 TRFRET art
Nc1c(C(=O)N2CCOCC2)sc2nc3c(cc12)CCC3 | 1924 | 1796
Cc1ccc([N+](=O)[O-])cc1NC(=O)C(C)NS(=O)(=O)c1ccc(F)cc1 (stereo not drawn) | 1827 | 1533
Cc1n[nH]c(C)c1CCC(=O)N/N=C/C=C/c1ccccc1 | 1590 | 1810

# The list is partial. The share of hits here may be higher or lower than overall.
